Abeta yeast res = restores growth of yeast expressing A-beta42 peptide. Potency, µM (highest dose often 46.1 µM), inactives show at the top dose growth rescue, most hits filed as activators. yeast expressing A-beta42, growth rescue, OD600, 48 h; response scale: 0% DMSO, 100% iron-clioquinol control. 410,000 tested, 0.063% active. AID 1347071; also: potency is read from the fitted curve at half-maximal effect; nearly all actives have a fitted effect of over 55% in size
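Growth rescue measured by 600 nm absorbance after 48 h yeast culture at 30 C with compound. Values normalized between DMSO and an equimolar ferric chloride plus clioquinol control.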
EPAC1 antag = blocks human EPAC1 exchange factor. EPAC1 GEF assay, Rap1b-BODIPY-GDP exchange fluorescence. Potency, µM (titrated, usually from 115 µM), without a hit: top-dose activity change, negative = inhibition, hits mostly inhibitors. 360,000 tested, 0.14% active. AID 720709;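 also: potency is read from the fitted curve at half-maximal effect; plate controls were vehicle for no effect and positive control for full effect; nearly all actives have a fitted effect of over 50% in size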
PLK1 PBD block = inhibitors of human PLK1 polo-box domain binding; P53350; Plk1 PBD binding of FITC phosphopeptide, fluorescence polarization; Potency, µM, inactives show max response, negative = inhibition, usual class: inhibitors; 360,000 tested, 2.8% active; AID 720504; also: potency is read from the fitted curve at half-maximal effect; series mostly up to about 57 µM; % is scaled to controls: 0 for no effect and ±100 for the full control effect; nearly all actives have a fitted effect of over 65% in size
Target sequence (P53350 whole entry, looked up, the tested form may be a part): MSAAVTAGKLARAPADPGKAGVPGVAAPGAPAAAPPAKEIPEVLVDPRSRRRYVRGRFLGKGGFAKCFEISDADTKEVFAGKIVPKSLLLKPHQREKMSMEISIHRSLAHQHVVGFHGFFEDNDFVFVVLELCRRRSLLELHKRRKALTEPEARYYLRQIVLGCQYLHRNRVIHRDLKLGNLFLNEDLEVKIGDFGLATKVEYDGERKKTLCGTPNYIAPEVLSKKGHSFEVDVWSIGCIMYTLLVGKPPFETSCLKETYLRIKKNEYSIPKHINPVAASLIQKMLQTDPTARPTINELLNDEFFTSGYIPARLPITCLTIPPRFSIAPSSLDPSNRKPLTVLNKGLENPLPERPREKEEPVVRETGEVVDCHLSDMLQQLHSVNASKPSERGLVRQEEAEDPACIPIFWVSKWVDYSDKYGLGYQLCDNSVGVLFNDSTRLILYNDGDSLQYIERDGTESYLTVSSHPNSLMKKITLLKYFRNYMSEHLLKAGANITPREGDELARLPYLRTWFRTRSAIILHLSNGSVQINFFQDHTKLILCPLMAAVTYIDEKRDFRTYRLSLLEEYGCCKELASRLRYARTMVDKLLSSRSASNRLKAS
PI5P4Ka inh = PI5P4K alpha (human) kinase inhibition. 330,000 tested, 1.2% active. P48426. PI5P4Kalpha enzyme, ADP-Glo luminescence, 60 min; active compounds read low. max response, %; active = max response of -50% or lower; inconclusive = between -30% and -50%; inactive = -30% or higher; also: value at the top dose of about 77 µM; % is scaled to controls: 0 for no effect and ±100 for the full control effect
Target sequence (P48426 whole entry, looked up): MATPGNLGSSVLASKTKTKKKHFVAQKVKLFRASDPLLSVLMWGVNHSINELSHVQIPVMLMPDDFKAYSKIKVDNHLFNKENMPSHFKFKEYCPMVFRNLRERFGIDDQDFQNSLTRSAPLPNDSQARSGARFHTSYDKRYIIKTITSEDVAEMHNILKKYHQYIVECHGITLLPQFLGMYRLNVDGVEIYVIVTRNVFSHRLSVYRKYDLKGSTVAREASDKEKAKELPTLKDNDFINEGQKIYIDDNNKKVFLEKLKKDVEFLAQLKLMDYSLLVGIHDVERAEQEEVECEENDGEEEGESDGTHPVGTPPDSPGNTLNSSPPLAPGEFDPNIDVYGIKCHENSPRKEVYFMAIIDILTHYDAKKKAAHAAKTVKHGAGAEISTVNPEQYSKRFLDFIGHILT
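PI5P4Kalpha ADP-Glo assay; 5 microM ATP final; 60 min RT reaction; HEPES pH 7.4/EGTA/CHAPS, 5% DMSO; controls lacking substrate or enzyme; luminescent end-point.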
WRN inhibitor = blocks human WRN helicase; Q14191; WRN helicase unwinding, fluorescent forked duplex, kinetic; Potency, µM (highest dose often 114 µM), inactives show top-dose activity change, negative = inhibition, usual class: inhibitors; 360,000 tested, 0.46% active; also: potency is read from the fitted curve at half-maximal effect; % is scaled to controls: 0 for no effect and ±100 for the full control effect; nearly all actives have a fitted effect of over 55% in size
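Kinetic red-fluorescence monitoring (525/598 nm) tracks WRN helicase activity after 100 nM fluorophore-quencher forked duplex and 2 mM ATP are added to 20 nM enzyme pretreated 15 min at room temperature with compound.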
EPAC1 ag = agonists of human EPAC1; AID 720707; O95398; 360,000 tested, 0.073% active; EPAC1 agonist qHTS, biochemical assay; response scale: 100% = response to 6.5 mM cAMP; Potency, µM (doses to about 154 µM), for inactives: at the highest dose activation, actives largely listed as activators; also: potency is read from the fitted curve at half-maximal effect; nearly all actives have a fitted effect of over 60% in size
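Fluorescent GDP-exchange assay: 100 nM EPAC1 with 250 nM Rap1B preloaded with BODIPY-GDP and 50 uM GDP; compounds tested as concentration series, 5 min at room temperature, then read every 5 min for 30 min (ex 480/em 540 nm); normalized to 6.5 mM cAMP.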
IL2 activator = activates IL-2 in a cell-based reporter assay; AID 652025; 360,000 tested, 0.065% active; activation, % (series mostly up to about 46 µM); IL-2 activation reporter assay, cell-based qHTS; stimulated with anti-CD3/CD4/CD28 beads; in transgenic mouse T cells; in the data active = activation above about 50%; inconclusive = mostly about 30% to 49%; also: 0% is about no effect
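Unstimulated transgenic mouse T cells, 750 per well, received compound and, after 60 minutes, anti-CD3/anti-CD4 bead plus anti-CD28 stimulation. EGFP and DsRed were quantified after 18 hours.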
FUS suppressor = FUS proteinopathy suppression in yeast. S. cerevisiae FUS-expressing, growth rescue, OD600, 24 h. Potency, µM (doses to about 76.6 µM), without a hit: top-dose growth rescue (activation), usual class: activators. 390,000 tested, 0.24% active;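 also: potency is read from the fitted curve at half-maximal effect; plate controls were DMSO vehicle for no effect and reference control for full effect; nearly all actives have a fitted effect of over 55% in size; some results filed as inactive show a strong effect at the top dose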
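Steps: raffinose overnight preculture; dilution to OD 0.005 in 2% galactose minimal medium; compound addition (concentration series); 24hr at 30C, 99% humidity; absorbance read at 600 nm.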
* hit, by the source's call; ? = inconclusive; / = not tested or not shown; & = joins results of further samples; [ ] = another dose, or the depositor's remark. Unless noted, calls follow the shape of the dose curve; as a rule, active = well fitted curve in the direction sought with a large enough effect; inconclusive = small, poorly fitted or top-dose-only effect, or another doubt; inactive = no such curve, though single readings can be large; an effect the other way counts as inactive or inconclusive. An unsorted share of the library. Share with any hit: about 4.1%.

SMILES | Abeta yeast res | EPAC1 antag | PLK1 PBD block | PI5P4Ka inh | WRN inhibitor | EPAC1 ag | IL2 activator | FUS suppressor
COc1ccccc1CNC(=O)COc1ccc(C)nc1[N+](=O)[O-] | -18% | -9% | -15% | 4 | -2% | 6% | -0.6 | -25%
Cc1cc(OCC(=O)Nc2ccc(Br)cc2)cc2c1C(=O)CC(C)(C)O2 | 16% | ? | -11% | -2 | 0%[11.6 µM] | 19% | -0.8 | 28%
COc1ccc([C@@H]2[C@@H]3C(=O)N(C(C)(C)C)C(=O)[C@@H]3[C@]3(Cc4ccc(Cl)cc4)C(=O)N(c4cccc(F)c4)C(=O)N23)cc1 | -1% | 5% | 2% | -10 | -4% | -5% | -0.1 | -31%
CNC(=O)Cn1c(C)cc(=O)c2cccc(OC)c21 | 8% | -11% | 2% | 1 | -3% | 6% | -3.5 | -4%
CCOC(=O)C1(CC2CC2)CCN(Cc2ccc(OC)cc2F)CC1 | 8% | 18% | 0% | 2 | -4% | -1% | -2.8 | 2%
Cc1ccccc1NC(=S)Nc1ccc(Br)cc1 | 0% | 11% | -22% | -7 | -3% | 10% | 3.0 | 9%
CCOC(=O)c1cc(-c2ccccc2)n(CC(=O)Nc2ccc(OCC)cc2)c1C | 13% | -3% | -7% | 3 | -13% | 2% | -0.9 | /
COc1ccccc1CC(=O)Nc1ccc([N+](=O)[O-])cc1O | -10% | ? | -12% | -4 | -16% | -3% | 1.9 | 29%
CC(C)n1cc([C@@H]2C[C@H]3CN(Cc4cccc(Cl)c4)C(=O)[C@]34CCCN24)cn1 | 10% | 13% | -9% | 8 | 12% | 8% | -0.9 | 19%
COc1cc(Cl)cc(C2NC(=S)NC(c3ccccc3)=C2C(C)=O)c1OCC(=O)O (stereo not given) | 0% | 12% | ? | -20 | -16% | -6% | 0.8 | 7%
CCOc1ccccc1NC(=O)Nc1cc(C(=O)O)ccc1C | 0% | -12% | -6% | 0 | 5% | -4% | -0.9 | 25%
Cc1ccc(S(=O)(=O)NNC(=O)CCC(=O)Nc2ccccc2Cl)cc1 | 6% | -1% | 1% | 1 | 1% | 1% | -1.8 | 10%
Cc1ccc2c(C)nc(Nc3ncc4c(n3)CCCC4=O)nc2c1 | 20% | 8% | 0% | 1 | 5% | -8% | -0.9 | -11%
COc1cc(CN2CCN(C(=O)c3cccc4ccccc34)CC2)cc(OC)c1O | -7% | 1% | -2% | 1 | 4% | -2% | 0.0 | -9%
COc1ccccc1NC(=S)N(CCN(C)C)C(C)c1ccncc1 (stereo not given) | -6% | 5% | 3% | 1 | 4% | -5% | 0.1 | -19%
COc1cc(COCC(O)CN2CCN(Cc3ccccc3)CC2)cc(OC)c1OC (stereo not given) | -1% | -8% | 3% | -10 | 1% | -4% | 0.0 | -16%
Cc1ccccc1Cn1cc(NC(=O)c2nn(C)cc2Cl)cn1 | -2% | -8% | -14% | -2 | -1% | 6% | -0.5 | 13%
COc1ccc(CN(C)C(=O)c2ccc(NC(=O)CC3SC(N4CCCC4)=NC3=O)cc2)c(OC)c1 (stereo not given) | -3% | -18% | -10% | -13 | -3% | 6% | 1.1 | 29%
COc1ccc2nc(C(F)(F)Cl)c(C#N)c(N)c2c1 | 23% | -13% | 6% | 2 | -10% | 4% | -0.5 | 4%
CC(=O)N(O)CCCCCNC(=O)CCC(=O)N(O)CCCCCNC(=O)CCC(=O)N(O)CCCCCN | -31%&-38%[inhibitor] | -4%&1% | ? | 10&-1 | -4%&10% | 2%&-12% | -0.2&-0.2 | -18%&-46%
COc1ccccc1N=c1scc(-c2ccc3c(c2)NC(=O)CO3)n1CC1CCCO1 (stereo not given) | -10% | 3% | -4% | 0 | -12% | 1% | -0.5 | 3%
COC(=O)c1ccc(OC(=O)C2CSC3(C)CCC(=O)N23)cc1 (stereo not given) | 3% | 8% | -5% | 2 | -14% | -2% | -0.8 | 6%
COc1ccc(-n2c(SCC(=O)Nc3ccc4c(c3)OCO4)nnc2C(C)N2CCCCC2)cc1 (stereo not given) | -6% | 6% | -3% | -11 | -7% | 7% | 0.1 | 15%
Cc1cc(N/N=C/c2c(O)ccc3ccccc23)nc(-c2ccccc2O)n1 | -11% | -4% | -14% | 3 | -21% | 10% | -0.5 | 28%
CC(C)Oc1nnnn1-c1ccccc1 | -10% | 9% | -7% | -1 | 9% | 2% | 0.2 | -11%
COc1cc2c(cc1OC)C(C)N(C(=O)c1nccnc1C(=O)O)CC2 (stereo not given) | 0% | 4% | -9% | 1 | -1% | 9% | -0.5 | 6%
Cc1cnc(CNC(=O)C2CCC(=O)N(Cc3ccc(Cl)cc3)C2)[nH]1 (stereo not given) | 6% | 0% | -2% | -1 | -8% | 8% | 1.9 | 0%
O=C(CCCn1c(=O)[nH]c2ccsc2c1=O)N1CCN(c2ccccn2)CC1 | 20% | 9% | -2% | 4 | -10% | -1% | -1.6 | 6%
CCSc1ccccc1C(=O)N1CCN(c2ccc([N+](=O)[O-])cc2)CC1 | -53%[inhibitor] | -12% | -21% | -1 | -2% | 9% | -0.9 | ?
CCOC1=C2[C@@H](CN(S(=O)(=O)c3ccc(C)cc3)[C@H]2c2ccc(CC)cc2)[C@H]2C(=O)N(C)C(=O)[C@H]2C1 | 6% | -9% | -5% | 13 | -3% | -5% | 0.0 | 2%

5 entries drawn at random from those above:
SMILES | Abeta yeast res | EPAC1 antag | PLK1 PBD block | PI5P4Ka inh | WRN inhibitor | EPAC1 ag | IL2 activator | FUS suppressor
CC(=O)N(O)CCCCCNC(=O)CCC(=O)N(O)CCCCCNC(=O)CCC(=O)N(O)CCCCCN | -31%&-38%[inhibitor] | -4%&1% | ? | 10&-1 | -4%&10% | 2%&-12% | -0.2&-0.2 | -18%&-46%
COc1ccc(-n2c(SCC(=O)Nc3ccc4c(c3)OCO4)nnc2C(C)N2CCCCC2)cc1 (stereo not given) | -6% | 6% | -3% | -11 | -7% | 7% | 0.1 | 15%
O=C(CCCn1c(=O)[nH]c2ccsc2c1=O)N1CCN(c2ccccn2)CC1 | 20% | 9% | -2% | 4 | -10% | -1% | -1.6 | 6%
CCOC1=C2[C@@H](CN(S(=O)(=O)c3ccc(C)cc3)[C@H]2c2ccc(CC)cc2)[C@H]2C(=O)N(C)C(=O)[C@H]2C1 | 6% | -9% | -5% | 13 | -3% | -5% | 0.0 | 2%
COc1ccc2nc(C(F)(F)Cl)c(C#N)c(N)c2c1 | 23% | -13% | 6% | 2 | -10% | 4% | -0.5 | 4%

The list continues:
SMILES | Abeta yeast res | EPAC1 antag | PLK1 PBD block | PI5P4Ka inh | WRN inhibitor | EPAC1 ag | IL2 activator | FUS suppressor
COc1ccc(-c2noc(C3CCCN(C(=O)c4cccc(F)c4)C3)n2)cc1 (stereo not given) | -5% | -5% | 1% | 1 | -13% | 10% | -1.7 | 27%
O=c1nc(N/N=C/c2c[nH]c3ccccc23)cn[nH]1 | -3% | 3% | -5% | -4 | -16% | -3% | -2.0 | 25%
Cn1c(N)c(C(=O)COC(=O)COc2ccc3ccccc3c2)c(=O)n(C)c1=O | -6% | -20% | -8% | -12 | 3% | 1% | 0.6 | 13%
CCN(CC)CC(=O)Nc1c(C)cc(C(C)(C)C)cc1C | 17% | 0% | -1% | 16 | -5% | 8% | 0.1 | 2%
CCOc1ccc(OCC(=O)Nc2ccccc2C(F)(F)F)cc1 | 4% | -10% | -2% | 7 | 2%[57.1 µM] | -14% | -0.6 | -9%
Cc1ccc(N(CCC#N)C(=O)CN2C(=O)NC(Cc3ccccc3)C2=O)cc1 (stereo not given) | 8% | -17% | 0% | 4 | -2% | 1% | 7.7 | 19%
CN1C(=O)/C(=C\c2cc(N=Nc3ccccc3)ccc2O)SC1=S | -18% | 6% | ? | -29 | -13% | 12% | 0.0 | 9%
CC(C)(C)c1nnc(NC(=O)Nc2ccc(Cl)cc2)s1 | -19% | 4% | -2% | 5 | -2% | -2% | 0.1 | -5%
COC(=O)c1nn(-c2cccc(C)c2)c2nnc(Cc3ccccc3)c(=O)n12 | -23% | 3% | 0% | 3 | -10% | -4% | -1.4 | /
O=c1onc(-c2ccccc2)n1-c1cc(Cl)cc(Cl)c1 | -8% | -1% | -5% | 1 | -2% | 0% | 0.4 | 12%
OCc1ccccc1OCCCOc1cccc2cccnc12 | -3% | -16% | 9% | 5 | -5% | 3% | -0.2 | 16%
CC(C)Sc1cc(N2CCCC2)nc(-c2ccc(F)cc2)n1 | -2% | -1% | -1% | 28 | -7% | 6% | 0.1 | -18%
Cc1ccc(S(=O)c2snnc2C)cc1 (stereo not given) | -7% | 4% | -14% | -1 | 18% | 8% | 0.8 | -3%
COc1ccc(-c2nc(CS(=O)CC(=O)NCc3cccnc3)c(C)o2)cc1 (stereo not given) | 0% | 17% | -13% | 0 | 7% | -6% | -1.5 | -13%
CC(=O)c1ccc(S(=O)(=O)Nc2ccc(C(=O)NCCCn3ccnc3)cc2)cc1 | -11% | 5% | ? | 4 | -9%[11.6 µM] | -4% | -0.1 | 10%
CCOC(=O)CN1CC23C=CC(O2)C(C(=O)O)C3C1=O (stereo not given) | 10% | -6% | -7% | 1 | 5% | 5% | -1.7 | 0%
O=C(NNC1CC(=O)N(c2ccc(Cl)cc2)C1=O)c1ccco1 (stereo not given) | -14% | -4% | -5% | 0 | -9% | 5% | 2.1 | 8%
CSCCCNC(=S)N1CCN(c2ccc(C(C)=O)cc2)CC1 | -2% | 6% | -9% | -7 | -6% | 10% | -0.6 | 12%
Cc1ccc(NC(=O)CC(O)(C(F)(F)F)C(F)(F)F)c(Br)c1 | 10% | -9% | -6% | / | -2% | 1% | -0.9 | -11%
